Screening data (PubChem)
RAD54 inh: RAD54 (human) branch migration inhibition | Q92698 | actives 0.14% (n = 360,000) | RAD54 Holliday junction branch migration, FAM/BHQ fluorescence | inhibition, % at 10.4 µM;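 active means mean normalized replicate activity at least 40 and at least half of replicates scoring 40 or more; inconclusive means only one of the two criteria met; inactive means mean below 40 and under half of replicates reaching 40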;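 further: 0% = median of neutral control wells and 100% = median of positive control wells; inhibitors cause a drop in the FAM fluorescence signal; in these data hits start at about 50%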
ERp5 block: blocks human ERp5 reductase activity on insulin. ERp5 insulin aggregation, absorbance 650 nm, 90 min. inhibition, % at 9.99 µM. actives 0.05% (n = 350,000). AID 651711;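 active means mean replicate inhibition above about 25%, with every replicate also reaching it, limit read from the data, passing the limit was not always enough; inconclusive means only one of those two criteria met; inactive means neither criterion met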
XiGFP reactiv: activators of X-chromosome reactivation in mouse fibroblasts | actives 0.055% (n = 360,000) | activation, % at 7.58 µM | XiGFP mouse fibroblasts, % GFP-positive cells imaging, 3 d; cells co-treated with 5-aza-dC sensitizer; scaled so ellipticine positive control = 100%;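 active means mean normalized replicate activation at least 10% and every replicate at or above 10%; inconclusive means only one of the two criteria met; inactive means mean below 10% and not all replicates reach 10%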;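 further: 0% = median of on-plate neutral control wells and 100% = ellipticine 6 µM median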
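System: 68-5-11 XiGFP fibroblast line; Timing: 3 days compound exposure; Compound dosing: one concentration, pinned; Benchmarks: positive control ellipticine, 6 µM final; Buffer or medium: DMEM containing 5-aza-dC.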
ERAP1 HTS inh: blocks human ERAP1 aminopeptidase activity; Q9NZ08; recombinant ERAP1, Leu-AMC fluorescence, 60 min; inhibition, % at 10.7 µM; actives 0.15% (n = 340,000); AID 652197;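 active means mean replicate inhibition of at least 30%, or all replicates individually reaching that 30% level; inactive means mean below 30% and not every replicate reaching it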;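 further: 0% = neutral control wells and 100% = L-leucinethiol positive control wells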
Target sequence (Q9NZ08 whole entry, looked up): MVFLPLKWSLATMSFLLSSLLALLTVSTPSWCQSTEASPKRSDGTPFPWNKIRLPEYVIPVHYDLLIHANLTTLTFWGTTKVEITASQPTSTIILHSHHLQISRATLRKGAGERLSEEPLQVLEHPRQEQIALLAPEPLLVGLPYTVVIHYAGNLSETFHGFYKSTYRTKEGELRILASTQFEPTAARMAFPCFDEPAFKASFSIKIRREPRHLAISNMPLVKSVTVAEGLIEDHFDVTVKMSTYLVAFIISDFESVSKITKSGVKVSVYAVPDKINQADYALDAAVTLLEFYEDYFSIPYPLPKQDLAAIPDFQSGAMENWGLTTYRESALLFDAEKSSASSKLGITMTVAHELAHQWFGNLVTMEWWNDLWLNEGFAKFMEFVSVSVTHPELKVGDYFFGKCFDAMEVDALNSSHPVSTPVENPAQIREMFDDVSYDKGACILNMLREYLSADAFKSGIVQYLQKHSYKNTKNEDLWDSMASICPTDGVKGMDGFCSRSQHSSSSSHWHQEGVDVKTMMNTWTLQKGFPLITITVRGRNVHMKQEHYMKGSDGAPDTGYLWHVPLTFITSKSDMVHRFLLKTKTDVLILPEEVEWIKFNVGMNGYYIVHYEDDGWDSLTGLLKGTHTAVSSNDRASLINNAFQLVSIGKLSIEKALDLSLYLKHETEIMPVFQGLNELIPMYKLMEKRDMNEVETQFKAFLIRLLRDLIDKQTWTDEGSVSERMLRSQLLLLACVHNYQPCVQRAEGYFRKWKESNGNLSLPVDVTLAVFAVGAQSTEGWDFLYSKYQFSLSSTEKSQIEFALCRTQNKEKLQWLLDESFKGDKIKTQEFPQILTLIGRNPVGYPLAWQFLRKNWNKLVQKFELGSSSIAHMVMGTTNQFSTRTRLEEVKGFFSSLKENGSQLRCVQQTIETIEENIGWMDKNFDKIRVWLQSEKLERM
E-selectin induc: induces E-selectin expression in human endothelial cells; activation, % at 7.58 µM; HUVEC E-selectin immunofluorescence imaging; normalized: neutral wells 0, TNF-alpha wells 100; actives 0.37% (n = 260,000); P16581;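 active means mean E-selectin-positive cell signal at least 10% of the positive control, reached in at least 60% of replicates, without over 20% cell loss; inconclusive means no rule given, readout overlaps actives, possibly toxicity-flagged; inactive means the rest, including those meeting only one limit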;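 further: in these data hits start at about 27%; measured in HUVEC primary endothelial cells; signal is the percent of cells scored E-selectin positive by PE staining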
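Assay system: HUVEC, human umbilical vein endothelial cells / Amount: 3,000 HUVEC/well / Controls: TNF-alpha positive control, DMSO neutral control / Compound dosing: single concentration / Medium: EGM-2 over gelatin coat / Evaluation: percent E-selectin-positive cells / Signal: immunofluorescence imaging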
RAD52 inh: inhibitors of human RAD52 DNA annealing. actives 0.46% (n = 360,000). P43351. inhibition, % at 18.7 µM. recombinant RAD52 DNA annealing, FRET fluorescence;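 active means every replicate showing at least 50% inhibition; inconclusive means mean inhibition at least 50% but not in every replicate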
esBAF inh: blocks esBAF chromatin remodeling in mouse ES cells; Bmi1-luciferase knock-in reporter, 24 h; 100% = twice the neutral-well signal; reporter increase, % at 12.5 µM; actives 2% (n = 350,000); AID 602393; in the data active means activation above about 40%; inconclusive means no clear call, values can overlap the other calls;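 further: 0% = median of the plate's neutral control wells and 100% = double that signal; a rise in the Bmi1 reporter signal indicates esBAF inhibition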
S100A4 MyoIIA: S100A4-myosin IIA interaction inhibition. P26447. S100A4/TAMRA-MyoIIA peptide fluorescence polarization. inhibition, % at 10.7 µM. actives 0.14% (n = 360,000);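 active means mean inhibition of at least 70% across replicates, with every replicate also reaching that level; inconclusive means mean inhibition reaches 70% but some replicates fall short; inactive means mean inhibition below 70%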
Target sequence (P26447 whole entry, looked up): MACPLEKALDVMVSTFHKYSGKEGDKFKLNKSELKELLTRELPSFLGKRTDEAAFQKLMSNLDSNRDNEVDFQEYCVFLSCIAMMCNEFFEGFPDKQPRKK
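assay system = human S100A4 monomer with TAMRA-labelled myosin IIA peptide | also added = labelled myosin peptide probe, 5 nM | incubation = 5 min between mix addition and reading | control set = DMSO and TFP controls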
* = called active by the depositor; & = joins results of further samples.

For CCn1c(=O)c2cc(C(=O)N3CCOCC3)sc2c2ccccc21 the results were RAD54 inh 14, ERp5 block -9, XiGFP reactiv 1.0, ERAP1 HTS inh 6, E-selectin induc 1.7, RAD52 inh -8, esBAF inh 3 and S100A4 MyoIIA 6.
For COc1ccc(C(=O)N2CCN(Cc3ccccc3)CC2)cc1[N+](=O)[O-] the results were RAD54 inh 6, ERp5 block -1, XiGFP reactiv 0.3, ERAP1 HTS inh 0, RAD52 inh 6, esBAF inh -4 and S100A4 MyoIIA 5.
For CC/C(=C\c1ccc(Cl)cc1)c1ccncc1 the results were RAD54 inh -5, ERp5 block -8, XiGFP reactiv 0.0, ERAP1 HTS inh 3, RAD52 inh -17, esBAF inh -5 and S100A4 MyoIIA -1.
Screening CCCC#Cc1ccc([C@H]2[C@@H](CO)N3CCCCN(Cc4ccncc4)C[C@@H]23)cc1 returned RAD54 inh -3, ERp5 block -7, XiGFP reactiv 0.1, ERAP1 HTS inh 4, E-selectin induc -0.4, RAD52 inh -10, esBAF inh 1 and S100A4 MyoIIA 13.
For O=C(Cn1cnc2sc3c(c2c1=O)CCCC3)NCC(=O)Nc1c(F)cc(F)cc1Br the results were RAD54 inh -12, ERp5 block -5, XiGFP reactiv 0.2, ERAP1 HTS inh -1, E-selectin induc 2.0, RAD52 inh -13, esBAF inh 0 and S100A4 MyoIIA -7.
For O=C(Nc1ccc(O)c2c(=O)cc(-c3cccc(Cl)c3)oc12)c1ccc(F)cc1 the results were RAD54 inh 8, ERp5 block 5, XiGFP reactiv -0.1, ERAP1 HTS inh 1, E-selectin induc -0.1, RAD52 inh -15, esBAF inh 14 and S100A4 MyoIIA -12.
For Cc1ccc(S(=O)(=O)N(C)C[C@@H]2Oc3ccc(N(C)C)cc3CC(=O)N([C@H](C)CO)C[C@@H]2C)cc1 the results were RAD54 inh 0, ERp5 block -6, XiGFP reactiv 0.0, ERAP1 HTS inh 0, E-selectin induc -0.1, RAD52 inh 6, esBAF inh 2 and S100A4 MyoIIA -10.
Screening CSc1ccccc1NC(=O)COC(=O)CCCOc1ccc(C)cc1 returned ERp5 block 4, XiGFP reactiv 0.0, ERAP1 HTS inh -1, E-selectin induc -0.2, RAD52 inh -13 and S100A4 MyoIIA 0.
`COc1ccccc1C(CNC(=O)CCNC(=O)c1ccccc1Cl)N1CCCC1` (configuration not stated) gave ERp5 block -2, XiGFP reactiv 0.0, ERAP1 HTS inh -2, E-selectin induc -0.5, RAD52 inh -31 and S100A4 MyoIIA -1.
Screening O=C(CCc1nnc2ccc(NCc3ccco3)nn12)Nc1ccc(F)cc1 returned RAD54 inh -5, ERp5 block 5, XiGFP reactiv 0.1, ERAP1 HTS inh 3, RAD52 inh -5, esBAF inh -5 and S100A4 MyoIIA 2.
Screening CC(C)(C)NC(=O)NC(=O)CN1CCCc2ccccc21 returned RAD54 inh -31, ERp5 block -1, XiGFP reactiv 0.0, ERAP1 HTS inh -2, E-selectin induc 1.2, RAD52 inh -9, esBAF inh 1 and S100A4 MyoIIA -4.
For Cc1cc(C(=O)NN=C(Cc2ccccc2)Cc2ccccc2)c(C)o1 the results were RAD54 inh -1, ERp5 block -2, XiGFP reactiv 0.0, ERAP1 HTS inh -3, E-selectin induc 1.0, RAD52 inh -4 and S100A4 MyoIIA 2.
For CCOCCn1c(SCCc2ccccc2)nc2c1c(=O)[nH]c(=O)n2C the results were RAD54 inh -4, ERp5 block -2, XiGFP reactiv 0.3, ERAP1 HTS inh 0, RAD52 inh 3, esBAF inh -4 and S100A4 MyoIIA 3.
Screening COc1ccccc1NC(=O)C(C(C)C)N1C(=O)c2ccccc2C1=O (configuration not stated) returned RAD54 inh 7, ERp5 block 3, XiGFP reactiv 0.2, ERAP1 HTS inh 0, RAD52 inh 1, esBAF inh 2 and S100A4 MyoIIA 2.
For Cc1cccc(SCc2noc(C(=O)NCC3CCCO3)c2C(=O)O)c1 (configuration not stated) the results were RAD54 inh -8, ERp5 block -6, XiGFP reactiv 0.1, ERAP1 HTS inh -2, E-selectin induc -0.2, RAD52 inh -9, esBAF inh -17 and S100A4 MyoIIA -7.
Screening CC(C)(C)CNC(=O)C1(C)CCN1C(=O)c1ccccc1CCc1ccccc1 (configuration not stated) returned RAD54 inh -3, ERp5 block 3, XiGFP reactiv 0.0, ERAP1 HTS inh 8, E-selectin induc 0.1, RAD52 inh -7, esBAF inh -2 and S100A4 MyoIIA -2.
C[C@H](NC(=O)C[C@H]1C[C@@H]2c3cc(NC(=O)Cc4ccncc4)ccc3O[C@@H]2[C@H](CO)O1)c1ccccc1 was read as RAD54 inh 2, ERp5 block -3, XiGFP reactiv 0.0, ERAP1 HTS inh 3, E-selectin induc 0.2, RAD52 inh 1, esBAF inh -4 and S100A4 MyoIIA -2.
CC1=CC2=NC(=O)CC(C)(C(=O)N(CC(=O)NC(C)(C)C)Cc3ccccc3)N2C=C1 (configuration not stated) was read as RAD54 inh 5, ERp5 block 7, XiGFP reactiv 0.3, ERAP1 HTS inh -14, E-selectin induc -5.3, RAD52 inh 3, esBAF inh 5 and S100A4 MyoIIA 3.
Screening Cc1c(C(=O)NN)[nH]c2ccc([N+](=O)[O-])cc12 returned RAD54 inh 3, ERp5 block 2, XiGFP reactiv 0.2, ERAP1 HTS inh -4, RAD52 inh -11 and S100A4 MyoIIA 2.
Screening C=CCC1Cc2c(cccc2[N+](=O)[O-])C(CC=C)N1 (configuration not stated) returned ERp5 block 2, XiGFP reactiv 0.3, ERAP1 HTS inh -4, E-selectin induc 15, RAD52 inh -24 and S100A4 MyoIIA -3.

3 structures already listed, arranged by molar mass, low to high.
Screening Cc1c(C(=O)NN)[nH]c2ccc([N+](=O)[O-])cc12 returned RAD54 inh 3, ERp5 block 2, XiGFP reactiv 0.2, ERAP1 HTS inh -4, RAD52 inh -11 and S100A4 MyoIIA 2.
Screening C=CCC1Cc2c(cccc2[N+](=O)[O-])C(CC=C)N1 (configuration not stated) returned ERp5 block 2, XiGFP reactiv 0.3, ERAP1 HTS inh -4, E-selectin induc 15, RAD52 inh -24 and S100A4 MyoIIA -3.
Screening O=C(CCc1nnc2ccc(NCc3ccco3)nn12)Nc1ccc(F)cc1 returned RAD54 inh -5, ERp5 block 5, XiGFP reactiv 0.1, ERAP1 HTS inh 3, RAD52 inh -5, esBAF inh -5 and S100A4 MyoIIA 2.

Carrying on:
O=C(CSc1nnc(CNC(=O)c2ccc(F)cc2)o1)NCc1ccccc1Cl was read as RAD54 inh 0, ERp5 block 1, XiGFP reactiv 0.2, ERAP1 HTS inh 0, E-selectin induc -1.3, RAD52 inh -12, esBAF inh -9 and S100A4 MyoIIA 38.
Screening Cc1ccc(S(=O)(=O)Nc2ccc3c(c2)C(=O)N([C@H](C)CO)C[C@@H](C)[C@@H](CN(C)C(=O)C2CCCCC2)OCCCC[C@@H](C)O3)cc1 returned RAD54 inh 4, ERp5 block 2, XiGFP reactiv 0.1, ERAP1 HTS inh -3, E-selectin induc -0.1, RAD52 inh 29, esBAF inh 8 and S100A4 MyoIIA -5.
COC(C(=O)N/N=C(\C)CC(=O)Nc1ccc(N(C)C)cc1)c1ccccc1 (configuration not stated) was read as ERp5 block -4, XiGFP reactiv 0.0, ERAP1 HTS inh 0, E-selectin induc -5.4, RAD52 inh 2 and S100A4 MyoIIA -2.
For COc1ccc(C(=O)N2CCOCC2c2cc(C(=O)NCc3ccccc3)no2)cc1 (configuration not stated) the results were RAD54 inh -5, ERp5 block 1, XiGFP reactiv 0.0, ERAP1 HTS inh -2, E-selectin induc 0.2, RAD52 inh -7, esBAF inh -4 and S100A4 MyoIIA 1.
`Cc1ccc(C(=O)N2CC(C)OC(C)C2)cc1[N+](=O)[O-]` (configuration not stated) gave ERp5 block -1, XiGFP reactiv 0.2, ERAP1 HTS inh 4, RAD52 inh -4 and S100A4 MyoIIA 0.
Screening Cc1ccc(C(=O)Nc2ccc(C(=O)O)cc2)cc1S(=O)(=O)Nc1cccc([N+](=O)[O-])c1 returned ERp5 block -2, XiGFP reactiv 0.2, ERAP1 HTS inh -1, RAD52 inh -9 and S100A4 MyoIIA -4.
Screening C[C@H](CO)N1C[C@H](C)[C@H](CN(C)Cc2ccc(-c3ccccc3)cc2)Oc2ccc(NC(=O)C3CCCCC3)cc2CC1=O returned RAD54 inh -8, ERp5 block 15, XiGFP reactiv 0.3, ERAP1 HTS inh 0, E-selectin induc -0.4, RAD52 inh -9, esBAF inh -4 and S100A4 MyoIIA 0.
For COc1ccc(C(=O)COC(=O)/C=C/c2ccccc2)cc1 the results were RAD54 inh 1, ERp5 block -2, XiGFP reactiv 0.2, ERAP1 HTS inh 0, E-selectin induc 0.0, RAD52 inh -12, esBAF inh 1 and S100A4 MyoIIA -3.
For COc1cccc(-c2cnc3c(c2)C(=O)N([C@H](C)CO)C[C@@H](C)[C@H](CN(C)C(=O)Nc2ccccc2F)O3)c1 the results were RAD54 inh 0&6, ERp5 block -7&-9&-1, XiGFP reactiv 0.1&-0.9, ERAP1 HTS inh 3&-1, E-selectin induc -1.9&0.0, RAD52 inh -4&-16&-4, esBAF inh -2&1&0 and S100A4 MyoIIA 0&5&-1.
Screening O=C(N/N=C/C1CC=CCC1)c1cc(Br)ccc1O (configuration not stated) returned RAD54 inh -4, ERp5 block -7, XiGFP reactiv -0.1, ERAP1 HTS inh -2, E-selectin induc 0.6, RAD52 inh -22 and S100A4 MyoIIA -2.
CCC(=O)Nc1ccc2c(c1)C(=O)N(C)C[C@@H](OC)[C@H](C)CN(C(=O)c1cccnc1)[C@@H](C)CO2 was read as RAD54 inh -11, ERp5 block 1, XiGFP reactiv 0.1, ERAP1 HTS inh -2, E-selectin induc -0.2, RAD52 inh -3, esBAF inh 0 and S100A4 MyoIIA -1.
For O=C(Nc1ccc(Cl)cc1)N[C@@H]1CC[C@H](CCn2cc(Cc3ccccc3)nn2)O[C@H]1CO the results were RAD54 inh 3, ERp5 block -2, XiGFP reactiv -0.3, ERAP1 HTS inh 0, E-selectin induc -2.2, RAD52 inh 11, esBAF inh -3 and S100A4 MyoIIA 4.
For COCC(=O)N1CC2(CCN(Cc3ccccc3)CC2)c2c(n(C)c3cc(OC)ccc23)[C@@H]1CO the results were ERp5 block -3, XiGFP reactiv 0.6, ERAP1 HTS inh 0, E-selectin induc -0.3, RAD52 inh 10 and S100A4 MyoIIA -2.
O=C(CSc1nnc(-c2ccccc2Cl)o1)N1CCCC1 was read as RAD54 inh 0, ERp5 block 4, XiGFP reactiv 0.0, ERAP1 HTS inh 0, RAD52 inh -12, esBAF inh inconclusive and S100A4 MyoIIA -19.
For C[C@H](CO)N1C[C@H](C)[C@H](CN(C)Cc2ccncc2)OCCCC[C@H](C)Oc2ccc(NC(=O)C3CCCCC3)cc2C1=O the results were RAD54 inh -2, ERp5 block -7, XiGFP reactiv 0.5, ERAP1 HTS inh -3, E-selectin induc -0.3, RAD52 inh 12, esBAF inh -1 and S100A4 MyoIIA 5.
`COc1ccc(CN(C)C[C@H]2Oc3ccc(NC(=O)Nc4c(C)noc4C)cc3C(=O)N([C@H](C)CO)C[C@H]2C)cc1` gave RAD54 inh 4, ERp5 block 0, XiGFP reactiv -1.1, ERAP1 HTS inh 1, E-selectin induc -11, RAD52 inh 22, esBAF inh 1 and S100A4 MyoIIA -6.
